FLuc act counter = affects firefly luciferase, flagging false hits in luciferase stimulation screens. AID 1027. activation factor at 10 µM. ATPlite luciferase biochemical, luminescence, 10 min; 0 = ATP-free wells, 1 = DMSO control. P08659. 200,000 tested, under 10 active;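 active = luciferase activation factor, scaled between plate controls, of at least 2 with compound at 10 µM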
Target sequence (P08659 whole entry, looked up): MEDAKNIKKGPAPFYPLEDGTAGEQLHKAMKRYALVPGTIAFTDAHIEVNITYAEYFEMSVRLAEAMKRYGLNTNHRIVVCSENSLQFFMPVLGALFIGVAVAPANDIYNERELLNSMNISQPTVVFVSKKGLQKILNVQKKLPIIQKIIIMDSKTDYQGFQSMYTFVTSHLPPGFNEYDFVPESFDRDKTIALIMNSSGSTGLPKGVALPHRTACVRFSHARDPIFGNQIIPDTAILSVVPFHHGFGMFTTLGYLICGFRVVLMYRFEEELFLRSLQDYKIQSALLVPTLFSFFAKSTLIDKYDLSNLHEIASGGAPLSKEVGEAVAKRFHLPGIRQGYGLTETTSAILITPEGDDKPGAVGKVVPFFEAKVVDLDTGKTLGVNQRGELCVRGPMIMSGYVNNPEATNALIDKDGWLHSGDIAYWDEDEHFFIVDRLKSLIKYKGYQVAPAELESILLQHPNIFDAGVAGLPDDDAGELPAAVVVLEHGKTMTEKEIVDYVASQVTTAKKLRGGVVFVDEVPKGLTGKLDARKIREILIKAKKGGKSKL
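System: cell-free luciferase reagent; medium: PBS as buffer for the ATP substrate; doses: test compounds dosed from 2 mM stocks in 100% DMSO; incubation: 10 min, room temperature; measured by: luminescence from luciferase reaction; read-out: luciferase activation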
FLuc inhib CS = counter-screen for luciferase assay inhibitors: firefly luciferase inhibition. ATPLite firefly luciferase biochemical luminescence, 10 min. inhibition, % at 10 µM. hit rate 1.5% among 200,000;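 active = inhibition above about 50% when tested at 10 µM, limit read from the data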
ROMK primary = modulates human ROMK potassium channel activity; P48048; Tet-inducible ROMK, thallium flux fluorescence; actives lie on both sides; B-score at 10 µM; hit rate 2% among 130,000; AID 1918;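 active = signal ratio slope over the read window, or its plate-corrected B-score, at least 3 SD from the plate mean, either direction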;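 also: B-score of the F/F0 ratio slope over 7 to 12 s after thallium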
Target sequence (P48048 whole entry, looked up): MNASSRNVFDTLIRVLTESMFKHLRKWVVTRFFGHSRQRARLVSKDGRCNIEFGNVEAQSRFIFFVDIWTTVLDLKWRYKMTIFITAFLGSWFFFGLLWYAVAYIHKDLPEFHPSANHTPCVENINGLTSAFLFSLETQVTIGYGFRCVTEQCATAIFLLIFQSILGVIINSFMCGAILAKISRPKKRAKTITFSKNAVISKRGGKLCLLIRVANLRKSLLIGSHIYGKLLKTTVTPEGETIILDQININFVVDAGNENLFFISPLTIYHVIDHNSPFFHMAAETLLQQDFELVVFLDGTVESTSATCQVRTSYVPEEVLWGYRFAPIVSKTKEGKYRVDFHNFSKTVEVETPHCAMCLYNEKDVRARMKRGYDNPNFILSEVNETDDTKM
APP 5'UTR act = APP 5'UTR luciferase reporter activation; hit rate 1% among 190,000; SH-SY5Y APP 5'UTR luciferase reporter, luminescence; zero percent = DMSO vehicle wells; activation, % at 2 µM;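 active = activation above a set limit, based on mean plus 3 SD of controls, cut at about 140% in these data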; also: values of inactives mirror those of a sister screen read the other way
STAT1 blocker = STAT1 signaling inhibition; NIH 3T3 STAT1-luciferase reporter, IFN-gamma, luminescence; inhibition, % at 5.5 µM; hit rate 0.35% among 200,000;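 active = inhibition above a set limit, the mean inhibition across all tested compounds plus 3 SD, cut at about 34% in these data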;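 also: 0% = IFN-gamma with DMSO and 100% = IFN-gamma with 300 µM nifuroxazide; values of inactives mirror those of a sister screen read the other way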
STAT3 activator = activators of IL-6 induced STAT3 signaling; U3A cells, IL-6 STAT3-luciferase reporter, luminescence; 100% = signal with IL-6 EC80 alone; hit rate 0.91% among 190,000; activation (% of control), % at 5.6 µM;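 active = activation above the screen-wide mean of compound activation plus 3 SD, cut at about 130% in these data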;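 also: 0% = background luminescence of wells with medium and substrate only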
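Material: STAT3-luciferase reporter U3A cells. Controls: IL-6-treated wells, 100% activation. Read-out: % activation versus median of IL-6-stimulated wells. Probe or stimulus: IL-6 stimulus at 33 ng/mL final. Timing: compound 1 h, then IL-6 6 h at 37 °C. Signal: reporter luminescence signal.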
STAT3 inh = STAT3 signaling inhibition | U3A cells, IL-6 STAT3-luciferase reporter, luminescence; host cell line lacks STAT1 | inhibition, % at 5.5 µM | hit rate 0.89% among 190,000 | AID 862;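 active = inhibition above the mean inhibition across all screened compounds plus 3 SD, cut at about 44% in these data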;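 also: 0% = DMSO only wells and 100% = 100 µM nifuroxazide control wells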
NF-kB expr up = compounds increasing NF-kB expression in human neuronal cells; NF-kB reporter expression; stronger effect = higher value; fold change at 12.5 µM; AID 1239; hit rate 1.6% among 190,000; in the data active = fold change above about 3.3
APP 5UTR inh = APP translation inhibition; AID 1285; hit rate 0.82% among 190,000; SH-SY5Y APP 5'UTR-luciferase reporter, luminescence; inhibition, % at 2 µM;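 active = inhibition above a set limit, derived from the sample mean plus 3 SD, cut at about 45% in these data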; also: values of inactives mirror those of a sister screen read the other way
STAT1 activator = increases IFN-gamma driven STAT1 reporter signal; NIH 3T3 STAT1-luciferase reporter, luminescence; 100% = IFN-gamma alone, no compound; activation (% of control), % at 5.5 µM; hit rate 2.6% among 200,000;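 active = activation above the screen-wide mean activation plus 3 SD, cut at about 130% in these data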;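 also: raw ratio to IFN-gamma control signal so 100% means no change and 0% no light; values of inactives mirror those of a sister screen read the other way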
* marks the source's active call; other numbers are inactive results; / = no result given.

item	Structure	FLuc act counter	FLuc inhib CS	ROMK primary	APP 5'UTR act	STAT1 blocker	STAT3 activator	STAT3 inh	NF-kB expr up	APP 5UTR inh	STAT1 activator
1	O=C1CC(c2ccc(F)c(Br)c2)C2=C(CCCC2=O)N1 (stereo unspecified)	1.1	-8	0.54	-4	7	101	3	1.1	4	95
2	Cc1nn(CCOc2ccc(Br)cc2)c(C)c1[N+](=O)[O-]	1	-4	-0.13	0	-13	92	14	1	0	108
3	Cc1cccc(C(=O)Oc2ccc(/C=N/O)cc2)c1	0.9	10	/	149*	-38	105	-2	3.1	-149	135*
4	CCC(C)C(NC(N)=O)C(=O)Nc1ccc(S(=O)(=O)Nc2ccc(OC)cc2)cc1 (stereo unspecified)	1.1	-6	-0.55	28	-5	101	1	1	-28	103
5	O=C(CSc1nnc(-c2ccc3c(c2)OCCO3)o1)N1CCCC1	0.7	33	/	19	1	93	10	2.1	-19	99
6	COc1ccc(/C=C/C(=O)Nc2sc(Cc3ccccc3)c(C)c2C(N)=O)cc1	0.9	6	0.22	-2	5	80	25	1.2	2	95
7	Cc1ccc(C(=O)NC2c3ccccc3-c3ccccc32)cc1	1.1	-5	2.8	-36	3	101	1	0.97	36	97
8	Cn1c(COc2ccccc2)nnc1SCC(=O)c1cccc([N+](=O)[O-])c1	1	-4	0.079	0	1	101	6	1.2	0	99
9	O=C(CCc1ccccc1)NC(NC(=S)Nc1cccc(Cl)c1)C(Cl)(Cl)Cl (stereo unspecified)	1	-2	0.036	9	3	99	5	1.1	-9	101
10	c1ccc(SCCOCCn2cncn2)cc1	1	0	/	21	6	95	8	1.6	-21	95
11	Cn1c(=O)c2c(nc(Sc3ncccn3)n2Cc2ccccc2Cl)n(C)c1=O	1	5	0.81	-3	1	95	12	0.78	3	99
12	Cc1cccc(CN2CCN(Cc3cccc4nonc34)CC2CCO)n1 (stereo unspecified)	1.1	-9	-0.00014	11	-3	102	0	0.81	-11	101
13	CCC(C)(C)n1nnnc1C(c1cc(OC)c(OC)c(OC)c1)N1CCN(c2ccccc2)CC1 (stereo unspecified)	1	-3	0.6	11	5	97	10	1.1	-11	96
14	COc1cccc(C2CC(c3ccc(C)cc3)Nc3nc(N)nn32)c1 (stereo unspecified)	1	-3	/	10	-5	94	7	0.97	-10	105
15	CC(=O)c1cccc(NC(=O)Nc2cccs2)c1	0.8	16	-0.29	-11	-1	98	6	1	11	102

Ordered by SMILES length (low to high): some entries from above
item	Structure	FLuc act counter	FLuc inhib CS	ROMK primary	APP 5'UTR act	STAT1 blocker	STAT3 activator	STAT3 inh	NF-kB expr up	APP 5UTR inh	STAT1 activator
10	c1ccc(SCCOCCn2cncn2)cc1	1	0	/	21	6	95	8	1.6	-21	95
3	Cc1cccc(C(=O)Oc2ccc(/C=N/O)cc2)c1	0.9	10	/	149*	-38	105	-2	3.1	-149	135*
7	Cc1ccc(C(=O)NC2c3ccccc3-c3ccccc32)cc1	1.1	-5	2.8	-36	3	101	1	0.97	36	97
1	O=C1CC(c2ccc(F)c(Br)c2)C2=C(CCCC2=O)N1 (stereo unspecified)	1.1	-8	0.54	-4	7	101	3	1.1	4	95
14	COc1cccc(C2CC(c3ccc(C)cc3)Nc3nc(N)nn32)c1 (stereo unspecified)	1	-3	/	10	-5	94	7	0.97	-10	105
11	Cn1c(=O)c2c(nc(Sc3ncccn3)n2Cc2ccccc2Cl)n(C)c1=O	1	5	0.81	-3	1	95	12	0.78	3	99
13	CCC(C)(C)n1nnnc1C(c1cc(OC)c(OC)c(OC)c1)N1CCN(c2ccccc2)CC1 (stereo unspecified)	1	-3	0.6	11	5	97	10	1.1	-11	96

The main list resumes, repeating the two entries before the break.
item	Structure	FLuc act counter	FLuc inhib CS	ROMK primary	APP 5'UTR act	STAT1 blocker	STAT3 activator	STAT3 inh	NF-kB expr up	APP 5UTR inh	STAT1 activator
14	COc1cccc(C2CC(c3ccc(C)cc3)Nc3nc(N)nn32)c1 (stereo unspecified)	1	-3	/	10	-5	94	7	0.97	-10	105
15	CC(=O)c1cccc(NC(=O)Nc2cccs2)c1	0.8	16	-0.29	-11	-1	98	6	1	11	102
16	CCn1nc([N+](=O)[O-])c(C(C#N)c2nc3cc(C(F)(F)F)ccc3s2)c(Cl)c1=O (stereo unspecified)	0.9	7	-5*	-12	6	96	3	1	12	95
17	C=CCN1C(=O)C2(/C(=C(\O)c3ccc4c(c3)OCCO4)C(=O)C(=O)N2CCCOC)c2ccccc21 (stereo unspecified)	1	0	/	-9	0	94	11	1.1	9	100
18	COc1ccc(Nc2ncc3c(n2)CC(c2ccc(C)cc2)CC3=O)cc1 (stereo unspecified)	1	0	/	-2	-1	100	4	1.1	2	101
19	CC(C)(C)NCc1ccccc1OCc1cccs1	1.1	-6	/	13	6	96	8	1	-13	95
20	CCC(=O)NC(c1ccccc1Cl)c1c(O)ccc2ccccc12 (stereo unspecified)	1	-4	/	17	-2	107	-5	0.94	-17	102
21	COC(=O)c1ccc(CC(=O)c2nc3ccccc3s2)cc1	0.9	6	/	52	-3	106	-1	1.2	-52	102
22	COc1ccc(-n2ncc3c(NCc4cccs4)ncnc32)cc1	1	2	/	101	-54	117	-15	3.1	-101	150*
23	O=c1c2ccccc2nc2n1CC/C2=C\c1ccccc1[N+](=O)[O-]	1	-3	/	12	1	157*	-65	0.83	-12	99
24	CC1CCN(S(=O)(=O)c2ccc(NC(=O)Cc3ccccc3)cc2)CC1	1	-2	/	-11	0	102	-1	1.1	11	100
25	CCc1ccc(N(C(=O)c2csnn2)C(C(=O)NC(C)(C)CC)c2ccccn2)cc1 (stereo unspecified)	1.1	-6	-0.12	9	4	116	-9	0.98	-9	97
26	Cc1cc2oc(=O)cc(CSc3nnc(C)n3N)c2cc1C(C)C	1	-1	/	-4	1	93	12	1	4	99
27	CC(C)c1ccc(CNc2ccc(N3CCOCC3)cc2)cc1	1	-4	-0.45	8	-11	98	6	0.79	-8	110
28	O=C(CSc1ncn[nH]1)N1CCN(S(=O)(=O)c2ccccc2)CC1	1.1	-6	-0.31	16	8	95	10	0.99	-16	93
29	CCOC(=O)c1sc2nc3c(SCCC(=O)O)cc(C(=O)c4cc(OC)ccc4O)cn3c(=O)c2c1C	0.8	17	0.029	-30	8	98	6	1.1	30	92
30	Cc1c(NC2(C#N)CCCCC2)c(=O)n(-c2ccccc2)n1C	1	-5	-0.053	-2	0	101	1	1.1	2	100
31	Brc1ccc(Nc2nc(-c3cccnc3)cs2)cc1	0.9	12	0.36	47	-38	165*	-72	1.1	-47	131*
32	CCN(Cc1ccccc1)S(=O)(=O)c1cc(C(=O)NC2CCCCCC2)ccc1OC	1.1	-5	-0.028	6	10	110	-7	0.89	-6	91
33	COc1cccc(C2C3=C(CC(C)(C)CC3=O)Nc3cc(OC)c(OC)cc32)c1 (stereo unspecified)	1	-4	-0.13	-20	0	104	1	1.2	20	102
34	Brc1ccc(-c2csc(N/N=C/c3ccco3)n2)cc1	1	1	-0.44	41	-14	93	10	1	-41	112
35	Cc1cc(C)n(-c2nc(SCCN(C)C)c3c4c(sc3n2)CCCC4)n1	1	-3	/	16	2	110	-8	0.62	-16	98
36	CCOC(=O)c1c(NC(=O)C(=O)N/N=C/c2ccc(O)c(OC)c2)sc2c1CCCCC2	1.1	-9	0.41	-13	-4	100	0	0.49	13	104
37	COc1ccc(CCNC(=O)C23CCC(C)(C(=O)C2=O)C3(C)C)cc1OC (stereo unspecified)	1.1	-6	/	-3	-5	94	14	0.88	3	103
38	CCCNc1nc2ccccc2c(=O)[nH]1	1	-4	0.46	-22	1	101	0	1.3	22	99
39	O=C(CN1CCC(n2nnc3cc(F)ccc32)CC1)NCc1ccco1	1	-2	-0.42	5	-5	105	-3	1.1	-5	105
40	Cc1ccc(O)c(C(CC(=O)N2CCCC2)c2ccccc2)c1 (stereo unspecified)	1	4	-0.67	-4	13	109	-7	1.1	4	88
41	O=C(CSc1ccccc1F)NC1CCS(=O)(=O)C1 (stereo unspecified)	1.1	-10	-0.73	5	4	96	8	1.3	-5	95
42	Cc1ccc(S(=O)(=O)N2CCC(C)CC2)c([N+](=O)[O-])c1	1.1	-6	-0.32	-1	-9	103	1	1	1	105
43	CC(C)N1CCC(N2CCN(C3CCCC3)CC2CCO)CC1 (stereo unspecified)	1	-4	0.18	-16	-7	101	4	1.3	16	106
44	Cc1ccc(-c2cc(-c3ccccc3O)nc(N/N=C/c3cccnc3)n2)cc1	1	3	/	0	-6	98	7	1	0	105
45	Cc1noc(NS(=O)(=O)c2ccc(NC(=O)CCCOc3ccc(Cl)cc3Cl)cc2)c1C	1.1	-10	0.13	1	-7	97	7	1.1	-1	110
46	COc1ccc(OC)c(NC(=O)COC(=O)/C=C/c2ccccc2Cl)c1	1	-4	/	-9	5	117	-25	1	9	96
47	O=C(c1ccc(Cl)cc1)C1CCCN(Cc2cnn(-c3ccccc3)c2)C1 (stereo unspecified)	1.1	-7	-0.39	3	9	105	6	0.92	-3	91
48	O=C(N/N=C/c1ccccc1C(F)(F)F)c1ccc(O)cc1	0.4	55*	0.58	45	-33	115	-14	1.7	-45	130*
49	CN(C)c1ccc(C(=O)NNC(=O)Nc2ccccc2)cc1	1	-1	/	2	0	113	-16	1.1	-2	100
50	CCOC(=O)CNC(=O)C(=O)c1c(O)[nH]c2ccccc12	1.1	-7	0.78	-13	-11	107	-4	1.2	13	110
51	COc1ccc(-c2ccnc3nc(/N=C/N(C)C)nn23)cc1	1.1	-8	0.65	23	-3	97	6	1.2	-23	102
52	O=S(Cc1ccccc1)CC(O)(c1ccc(Cl)cc1)c1ccc(Cl)cc1 (stereo unspecified)	1	1	/	10	13	96	12	0.96	-10	89
53	CN(C)CCOC(=O)C1(c2ccccc2)CCCC1	1.1	-6	/	18	-1	101	2	0.82	-18	100
54	CCOC(=O)c1sc(NC(=O)C(C)C)c(C#N)c1C	1.1	-7	0.86	-8	-2	92	12	1.1	8	100
55	Cc1coc2c(C)c3oc(=O)cc(-c4ccccc4)c3cc12	/	/	/	9	1	103	6	/	-9	95
56	O=C(CNC(=O)c1ccc2c(c1)OCO2)N/N=C(Br)/C=C/c1ccccc1	1	0	/	-7	12	100	5	1.1	7	89
57	Cc1cc2c(c(=O)n1C)C(Cc1ccccc1)C(C#N)=C(N)O2 (stereo unspecified)	1	0	-0.13	0	2	98	6	1.5	0	99

Values by screen from the entries so far:
Entries 46 to 57 in FLuc inhib CS, in turn: -4, -7, 55*, -1, -7, -8, 1, -6, -7, /, 0, 0
Entries 46 to 57 in FLuc act counter, in turn: 1, 1.1, 0.4, 1, 1.1, 1.1, 1, 1.1, 1.1, /, 1, 1

Source: PubChem (several laboratories)
